Source: PubChem (The Scripps Research Institute Molecular Screening Center)
FBW7 act – FBW7 E3 ligase activators, primary screen, biochemical, AlphaScreen, human. F-box/WD repeat-containing protein 7 (Homo sapiens), Q969H0. AlphaScreen FBW7–phospho-cyclin E peptide binding, activator screen. normalized activity (activation), % at 26.1 µM. 0.13% of 650,000 active; in the data active = normalized activity above about 1.9%;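 note: purified mutant Fbw7 with reduced substrate affinity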
Target sequence (Q969H0 whole entry, looked up): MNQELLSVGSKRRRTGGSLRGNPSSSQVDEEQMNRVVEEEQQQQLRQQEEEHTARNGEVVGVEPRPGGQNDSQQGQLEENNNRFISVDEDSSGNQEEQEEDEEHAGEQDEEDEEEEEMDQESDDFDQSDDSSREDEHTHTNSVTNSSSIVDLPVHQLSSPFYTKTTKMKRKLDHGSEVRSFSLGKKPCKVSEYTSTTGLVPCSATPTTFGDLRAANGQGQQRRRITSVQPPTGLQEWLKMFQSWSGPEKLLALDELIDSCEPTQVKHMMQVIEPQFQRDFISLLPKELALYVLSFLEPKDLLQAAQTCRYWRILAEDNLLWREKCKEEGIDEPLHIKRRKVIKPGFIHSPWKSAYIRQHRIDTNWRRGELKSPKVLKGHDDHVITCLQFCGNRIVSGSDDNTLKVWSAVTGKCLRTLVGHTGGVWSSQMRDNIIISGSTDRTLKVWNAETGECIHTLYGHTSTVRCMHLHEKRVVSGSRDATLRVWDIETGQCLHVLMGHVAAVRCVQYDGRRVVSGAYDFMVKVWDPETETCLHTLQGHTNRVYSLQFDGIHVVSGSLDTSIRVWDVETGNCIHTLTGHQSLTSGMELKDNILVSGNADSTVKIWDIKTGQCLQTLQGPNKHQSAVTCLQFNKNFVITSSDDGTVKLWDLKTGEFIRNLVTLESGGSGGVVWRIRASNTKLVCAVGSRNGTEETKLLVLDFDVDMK
TEAD-YAP inh – TEAD-YAP interaction inhibition, primary screen, TEAD-YAP interaction inhibitor project, luminescence, HEK-TIYL cells | TEAD-Gal4/YAP UAS-luciferase luminescence | inhibition, % at 9.12 µM | 1.4% of 640,000 active | AID 1259422, 2018; in the data active = inhibition above about 32%;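 note: 0% = median of test compound wells and 100% = reference inhibitor wells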
GPR151 ag – activators of human GPR151, primary screen, cell-based, PathHunter beta-arrestin, luminescence; activation, % at 11.2 µM; 1% of 650,000 active; PathHunter beta-arrestin GPR151 cells; in the data active = activation above about 4.9%;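 note: 0% = median of compound wells and 100% = cells with positive control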
Target sequence (Q8TDV0 whole entry, looked up): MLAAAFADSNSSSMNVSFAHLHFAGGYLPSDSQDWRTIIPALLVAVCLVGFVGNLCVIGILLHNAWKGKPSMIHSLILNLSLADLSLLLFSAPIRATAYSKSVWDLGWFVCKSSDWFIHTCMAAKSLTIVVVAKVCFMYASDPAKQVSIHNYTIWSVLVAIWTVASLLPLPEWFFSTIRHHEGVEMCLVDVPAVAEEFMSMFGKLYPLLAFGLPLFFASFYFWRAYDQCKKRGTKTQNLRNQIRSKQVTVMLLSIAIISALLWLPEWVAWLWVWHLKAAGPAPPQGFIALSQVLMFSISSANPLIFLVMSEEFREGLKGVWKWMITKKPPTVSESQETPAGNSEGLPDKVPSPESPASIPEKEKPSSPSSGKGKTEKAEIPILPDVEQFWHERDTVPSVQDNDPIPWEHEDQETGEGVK
MITF inh – MITF inhibitors, primary screen, biochemical, AlphaScreen, human | AlphaScreen MITF homodimerization, bead proximity signal | 0.91% of 650,000 active | AID 1259374, 2018 | inhibition, % at 2.6 µM | Microphthalmia-associated transcription factor (Homo sapiens), O75030; in the data active = inhibition above about 50%;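 note: 0% = vehicle wells with protein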
* marks the source's active call; other numbers are inactive results; & = joins results of further samples.

SMILES	FBW7 act	TEAD-YAP inh	GPR151 ag	MITF inh
COC(=O)c1ccccc1NC(=O)c1cc[n+](C)cc1	0.2	5	1.0	22
O=C(CSCc1ccc(Cl)cc1)Nc1ccc(O)cc1C(=O)O	-0.2	7	1.6	8
C=CCNC(=O)/C(=C/c1ccc(OCC)c2ccccc12)NC(=O)c1ccccc1	0.7	-2	-1.9	7
O=C(Cn1ncc2ccccc21)NCCCc1ccccc1	-0.1	-4	1.1	8
Cc1cccc(NCN2C(=O)C(=O)c3ccccc32)c1	-0.2	-8	0.7	6
O=C(Cc1ccc(NS(=O)(=O)c2ccc(F)cc2)cc1)N1CCOCC1	0.0	3	0.4	-10
COc1ccc(NS(=O)(=O)c2ccc(N)cc2)nn1	0.2&0.1	2	-1.7&0.4	0&23
CCOc1ccc(C2=NC(c3ccccc3OC)NC(c3cccc(OCC)c3O)C2)cc1 (stereo not given)	-0.1	-10	-0.6	-9
O=c1c2sccc2nc(SCc2cccc(Cl)c2)n1CCc1ccccc1	0.1	5	0.0	3
CCCCC(=O)N/N=C(C)/C=C/c1ccccc1F	-0.1	-14	3.7	-8
C[C@@H]1C[C@@H](CC(=O)NCC2Cc3cc(F)cc(-c4ccccn4)c3O2)NC(=S)N1 (stereo not given in full)	-0.3	-11	1.0	-7
Cc1cccc(NC(=O)C(=O)NCCN2CCNCC2)c1	0.1	-39	-0.9	-6
NC(=O)C1CCN(C(=O)c2cc(Br)ccc2Cl)CC1	0.2	5	-2.0	13
CCCCc1ccc(NC(=O)COC)cc1	0.2	-36	-0.4	14
COc1cccc(CC(=O)Nc2ccc3nc(N4CCN(c5ncccn5)CC4)cc(C)c3c2)c1	0.1	-9	2.3	-4
O=C(c1ccc(F)cc1)N(Cc1ccc(Br)cc1)c1ccc(I)cc1	0.0	-1	1.5	0
Cc1cccc2c(C(=O)N3CCCCC3)cc(-c3ccc(Br)cc3)nc12	0.1	-10	-0.9	-4
CCOc1cc(C(=O)Nc2ccon2)cc(OCC)c1OCC	-0.1	8	-0.2	-4
O=C(NN1C(=O)c2ccccc2NC1c1ccccc1O)c1ccc(Br)cc1 (stereo not given)	-0.1	-20	0.3	4
CC(=O)Nc1ccc(NC(=O)C2CCN(C(=O)c3ccc(Cl)cc3)CC2)cc1	0.1	4	-0.5	12
COc1ccc(-c2nnc(NC(=O)c3ccc(Br)s3)s2)cc1	0.0	-12	2.3	-3
Cn1cc(C(=O)N/N=C/c2cc3ccccc3[nH]2)ccc1=O	0.1	-5	-0.1	-7
COC(=O)c1ccc(NC(=S)Nc2ccccc2)cc1	0.0	-19	0.4	7
COc1ccc(C(CC(=O)NCc2cccs2)N2Cc3ccccc3C2=O)cc1 (stereo not given)	0.2	0	-0.9	-11
CCN(CC)C(=O)C1(O)C2C=CC=CC2=NC(=O)N1c1ccccc1 (stereo not given)	0.1	-1	-0.9	-18
CC1(C)CC(=O)N(CC(=O)NCCCN2CCCC2)c2ccccc2S1	-0.3	0	1.0	0
COc1ccc(S(=O)(=O)N(CCc2ccccc2)CC(=O)NCc2ccc(Cl)cc2)cc1	-0.1	9	2.2	-3
COC(=O)C1=C(NC(=O)c2ccccc2C)CCS1	0.1	10	-0.5	12
O=C(c1ccccc1)n1nc(-c2cccnc2)nc1NCc1cccs1	0.0	-4	0.9	-5
Cc1nc2ccc(NC(=O)NCCC3=CCCCC3)cc2nc1C	0.3	-3	1.5	11
CC(=O)OCCCn1c(=N)c(C(=O)NCc2cccnc2)cc2c(=O)n3ccccc3nc21	-0.1	2	2.4	10
OC1COC(Nc2ccc(Br)cc2)C(O)C1O (stereo not given)	0.0	-6	-0.5	8
O=C(Nc1ccc2c(c1)OCCO2)N1CCN(c2ccccc2)CC1	-0.1	-32	-0.7	-8
COc1ccc(-n2nc3cc(C)c(NC(=O)c4ccco4)cc3n2)cc1	0.0	-34	-0.2	10
O=C(OCc1cc([N+](=O)[O-])cc2c1OCOC2)c1ccc(N2CCCC2)c([N+](=O)[O-])c1	0.1	-1	0.8	-20
Cc1csc(NC(=O)c2cc([N+](=O)[O-])ccc2Sc2ccccc2)n1	0.4	9	-0.8	12
O=C(Cn1nnnc1CN1CCCCCC1)NCc1ccc(C(F)(F)F)cc1F	0.0	6	-0.9	6
N=c1nc2n(c3ccccc13)Cc1ccccc1-2	0.0	71*	-1.0	7
CC(C)(C)NC(=O)CSc1nc(-c2cccs2)ccc1C#N	-0.1	-6	-1.6	14
O=C(NCC1CCC2(CCN(Cc3ccccc3)CC2)O1)c1cc2ncccn2n1 (stereo not given)	0.1	-5	-0.6	13
CC(C)(C)c1ccc(/C=N\NC(=O)c2ccccn2)cc1	-0.3	35*	-3.1	-15
CCOc1ccccc1-n1c(=S)sc2c(=O)n(-c3ccc(F)cc3)c(SCC(=O)O)nc21	0.1	-2	-0.5	-10
Cn1c(=O)n(Cc2ccccc2F)c(=O)c2c1nc1n2CCCN1C1CCCCC1	-0.1	-7	0.3	2
Cc1nc(C)n(-c2ccc(Nc3nccc(-c4cc(F)cc(-c5cnoc5)c4)n3)cc2)n1	-0.2	21	0.0	23
O=C(N/N=C/c1ccccc1O)c1ccccc1Nc1ccccc1	0.0	5	-1.6	-8
O=C(CSc1nnc2ccc(-c3ccncc3)nn12)Nc1ccc2c(c1)OCO2	-0.1	7	0.1	1
Cc1cnc(C(=O)NC(C)CCc2ccccc2)cn1 (stereo not given)	0.2	1	0.1	9
O=c1c2ccccc2c(/C=N/C2=NCCS2)c(O)n1-c1ccccc1C(F)(F)F	0.2	-1	-0.8	17
CCOC(=O)N1CCC(Nc2c(NCCCN(CC)Cc3ccccc3)c(=O)c2=O)CC1	0.1	8	1.5	12
O=C1c2cccc3cccc(c23)C(=O)N1CCN(C(=O)c1cc(Cl)cc(Cl)c1)c1ccccc1	-0.1	-32	0.3	-2
Cc1ccc(C(=O)Nc2cc(Cl)ccc2C(=O)O)cc1C	-0.1	-9	-1.0	-11
CC(=O)N1CCOCCN(C(C)=O)CCOCC1	-0.1	-8	0.1	-5
Nc1c(-c2nc(-c3ccccc3F)no2)nnn1-c1ccc(Br)cc1F	-0.1	7	-0.7	0
CN(C)c1ccc(/C=C(/C#N)c2ccc(C#N)cc2)cc1	0.8	-60	3.6	7
COc1ccc(-n2c(=S)[nH]c3cc(C(=O)N(C)Cc4ccccc4)ccc3c2=O)c(OC)c1	0.2	-5	-0.2	12
CN(C)c1ccc(NC(=O)Cn2cc(C=O)c3ccccc32)cc1	-0.4	8	0.7	-8
O=C(c1c[nH]c(=O)n(-c2ccc(F)cc2)c1=O)N1CCc2ccccc21	-0.1	-10	3.4	2
O=C(Nn1c(SCc2cc(=O)n3cc(Cl)ccc3n2)nc2ccccc2c1=O)c1ccccc1	0.2	-15	-0.2	-1
CN(Cc1ccccc1)C(=O)COc1ccc2ccccc2c1	0.8	-45	0.4	20
CCc1ccccc1Nc1nc(N)nc(COC(=O)c2cccn2C)n1	0.0	-10	0.2	14
(list continues)
SMILES	FBW7 act	TEAD-YAP inh	GPR151 ag	MITF inh
O=C(NCc1ccc(Cl)cc1)C(=O)N/N=C/c1cccs1	0.0	0	0.8	4
CCN(CC)c1ncnc2sc(C)cc12	0.1	1	3.0	-5
Clc1ccc(NCn2cncn2)nc1	0.1	-12	-0.4	0
CCN(CC)c1nc(Nc2ccccc2)nc(Oc2ccccc2)n1	-0.1	2	0.8	1
CC1CCCC(NC(=O)C2CCC(CNc3c(N4CCCC4)c(=O)c3=O)CC2)C1C (stereo not given)	0.3	1	-2.1	9
Cc1cnc(CCNCc2ccc(OCC(O)CN3CCCCC3)cc2)[nH]1 (stereo not given)	0.0	-4	-1.8	14
COc1ccc(/C=C/C(=O)Nc2ccccc2[N+](=O)[O-])cc1	-0.2	-48	-7.3	3
N#C/C(=C\c1ccccc1[N+](=O)[O-])C(=O)Nc1sc2c(c1C(N)=O)CCCC2	0.0	0	0.3	-4
CCOC(=O)C1=C(C)N=c2s/c(=C/c3ccc(OCCOc4ccc(C(C)(C)C)cc4)cc3)c(=O)n2C1c1ccc(OC)cc1 (stereo not given)	-0.3	-2	1.1	-2
Cc1cc(Cl)c(S(=O)(=O)N2CCN(C=O)CC2)cc1OCC(N)=O	-0.2	-5	-0.1	-14
COCc1ccc(CN2CCCC(CO)(Cc3cccc(OC)c3)C2)o1 (stereo not given)	-0.1	9	-1.1	-1
COc1ccc(OC)c(/C=N/NC(=O)C(C)NS(=O)(=O)c2ccc([N+](=O)[O-])cc2)c1 (stereo not given)	0.0	4	1.2	0

Profiles, quoted from the list. Screens in order: FBW7 act | TEAD-YAP inh | GPR151 ag | MITF inh
`COc1ccc(/C=C/C(=O)Nc2ccccc2[N+](=O)[O-])cc1` across the screens: -0.2 | -48 | -7.3 | 3
`COc1ccc(OC)c(/C=N/NC(=O)C(C)NS(=O)(=O)c2ccc([N+](=O)[O-])cc2)c1` (stereo not given) across the screens: 0.0 | 4 | 1.2 | 0

(list continues)
SMILES	FBW7 act	TEAD-YAP inh	GPR151 ag	MITF inh
CCn1c(=O)cc(OCC(=O)NCCOC)c2ccccc21	-0.3	6	1.5	8
Cc1cccc(C(=O)NNC(=O)CCC(=O)Nc2cccc(Cl)c2C)c1	1.1	-6	-0.9	15
CCOC(=O)C1(Cc2cccc(Cl)c2)CCCN(C(=O)c2ccc(C)nc2)C1 (stereo not given)	0.0	-13	-0.3	-7
COc1ccc(NC2c3cccc4cccc(c34)C2NS(C)(=O)=O)cc1 (stereo not given)	-0.2	-2	-0.2	1
COc1cc(Nc2cc(C)nc(Nc3ccnn3C)n2)cc(OC)c1OC	0.2	1	0.8	18
CCOC(=O)C1CCCN(CC(O)COc2ccc(C(=O)CC)cc2)C1 (stereo not given)	-0.1	4	2.3	16
CCOc1ccc(S(=O)(=O)Nc2cc3c(c4ccccc24)OC2(C3)N(C)c3ccccc3C2(C)C)cc1 (stereo not given)	0.0	1	-1.1	0
O=C(CSC1CC(=O)N(c2cccc(Cl)c2)C1=O)Nc1cccc(F)c1 (stereo not given)	0.1	7	0.0	6
COc1ccc2oc(C(=O)O)c(-n3cccc3)c2c1	-0.1	9	-1.1	17
CC1=C(C(=O)OCC(C)C)C(c2cccc(F)c2)c2c(n(C)c(=O)n(C)c2=O)N1 (stereo not given)	0.0	-1	0.3	6
CCOC(=O)c1sc2nc(CC(=O)OC)nc(NCCCN3CCOCC3)c2c1C	0.2	9	0.0	12
COc1cc(NC(=O)c2ccccc2C)c(OC)cc1Cl	-0.1	2	-0.3	0

Gathered by group, the compounds so far with an NH in an aromatic ring.
SMILES	FBW7 act	TEAD-YAP inh	GPR151 ag	MITF inh
Cn1cc(C(=O)N/N=C/c2cc3ccccc3[nH]2)ccc1=O	0.1	-5	-0.1	-7
COc1ccc(-n2c(=S)[nH]c3cc(C(=O)N(C)Cc4ccccc4)ccc3c2=O)c(OC)c1	0.2	-5	-0.2	12
O=C(c1c[nH]c(=O)n(-c2ccc(F)cc2)c1=O)N1CCc2ccccc21	-0.1	-10	3.4	2
Cc1cnc(CCNCc2ccc(OCC(O)CN3CCCCC3)cc2)[nH]1 (stereo not given)	0.0	-4	-1.8	14

4 entries picked at random from the list so far:
SMILES	FBW7 act	TEAD-YAP inh	GPR151 ag	MITF inh
O=C(CSCc1ccc(Cl)cc1)Nc1ccc(O)cc1C(=O)O	-0.2	7	1.6	8
CN(C)c1ccc(/C=C(/C#N)c2ccc(C#N)cc2)cc1	0.8	-60	3.6	7
Cc1nc2ccc(NC(=O)NCCC3=CCCCC3)cc2nc1C	0.3	-3	1.5	11
CC(=O)Nc1ccc(NC(=O)C2CCN(C(=O)c3ccc(Cl)cc3)CC2)cc1	0.1	4	-0.5	12

Next part
SMILES	FBW7 act	TEAD-YAP inh	GPR151 ag	MITF inh
Cc1ccc(NC(=O)CC2Nc3ccccc3NC2=O)cc1C (stereo not given)	0.0	0	-1.3	-13
Cc1ccccc1C(=O)Nc1sc2c(c1C(=O)N1CCC(C)CC1)CCCCC2	0.1	6	-3.1	-9
CC(SC1=NCCN1S(=O)(=O)c1ccc([N+](=O)[O-])cc1)c1ccccc1 (stereo not given)	-0.1	-4	-0.2	1
Cc1ccc(S(=O)(=O)N(CCc2ccccc2)CC(=O)Nc2ccccc2C)cc1	-0.2	-8	-1.2	-3
Cn1nc(C(F)(F)F)c(CNC(=O)c2ccco2)c1Oc1ccccc1	-0.1	-4	0.0	-9
COc1ccccc1C1NCC(c2ccc([N+](=O)[O-])cc2)O1 (stereo not given)	0.5	2	-0.7	17
Cc1c(Cl)cccc1NC(=O)CCC(=O)NNC(=O)c1ccc(-c2ccccc2)cc1	-0.4	-1	-0.2	0
O=C(COc1ccc(OCc2ccccc2)cc1)c1ccc(Br)cc1	0.7	0	-2.1	11
COc1ccc(C2SCC(=O)N2c2c(C)n(C)n(-c3ccccc3)c2=O)cc1 (stereo not given)	-0.2	-11	0.3	-9
CC(C)OCCCNC(=O)COc1cc(=O)n(C)c2ccccc12	0.1	2	1.2	1
COCCCNC(=O)Cn1ncc2ccc(Cl)cc21	0.4	2	0.2	9
COc1cc(C(C(=O)Nc2c(C)cccc2C)N(Cc2ccco2)C(=O)c2ccc(-n3cnnn3)cc2)ccc1O (stereo not given)	-0.1	22	-0.9	-9
CCOc1ccc(CNC(=O)C(C)n2c3ccccc3c3nc(=O)cc(C)n32)cc1 (stereo not given)	0.0	2	-0.2	7
COc1ccc(/C=C2/C(=O)ON=C2c2ccccc2)cc1	0.0	-21	0.8	50
